# EWS-Fli inh: inhibitors of EWS/Fli oncoprotein transcriptional activity; A673 NR0B1-luciferase reporter, viability-normalised; inhibition, % at 12.6 µM; 350,000 compounds, 0.67% hits; AID 651661;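 active means mean inhibition of at least 50% after viability correction, with every replicate also passing that limit; inconclusive means mean reaches 50% but only one of two replicates passes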;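 further: firefly luciferase signal divided by Alamar Blue viability fluorescence both relative to DMSO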
# ERAP1 HTS inh: blocks human ERAP1 aminopeptidase activity | AID 652197 | recombinant ERAP1, Leu-AMC fluorescence, 60 min | inhibition, % at 10.7 µM | Q9NZ08 | 340,000 compounds, 0.15% hits;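 active means mean replicate inhibition of at least 30%, or all replicates individually reaching that 30% level; inactive means mean below 30% and not every replicate reaching it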;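 further: 0% = neutral control wells and 100% = L-leucinethiol positive control wells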
# Target sequence (Q9NZ08 whole entry, looked up): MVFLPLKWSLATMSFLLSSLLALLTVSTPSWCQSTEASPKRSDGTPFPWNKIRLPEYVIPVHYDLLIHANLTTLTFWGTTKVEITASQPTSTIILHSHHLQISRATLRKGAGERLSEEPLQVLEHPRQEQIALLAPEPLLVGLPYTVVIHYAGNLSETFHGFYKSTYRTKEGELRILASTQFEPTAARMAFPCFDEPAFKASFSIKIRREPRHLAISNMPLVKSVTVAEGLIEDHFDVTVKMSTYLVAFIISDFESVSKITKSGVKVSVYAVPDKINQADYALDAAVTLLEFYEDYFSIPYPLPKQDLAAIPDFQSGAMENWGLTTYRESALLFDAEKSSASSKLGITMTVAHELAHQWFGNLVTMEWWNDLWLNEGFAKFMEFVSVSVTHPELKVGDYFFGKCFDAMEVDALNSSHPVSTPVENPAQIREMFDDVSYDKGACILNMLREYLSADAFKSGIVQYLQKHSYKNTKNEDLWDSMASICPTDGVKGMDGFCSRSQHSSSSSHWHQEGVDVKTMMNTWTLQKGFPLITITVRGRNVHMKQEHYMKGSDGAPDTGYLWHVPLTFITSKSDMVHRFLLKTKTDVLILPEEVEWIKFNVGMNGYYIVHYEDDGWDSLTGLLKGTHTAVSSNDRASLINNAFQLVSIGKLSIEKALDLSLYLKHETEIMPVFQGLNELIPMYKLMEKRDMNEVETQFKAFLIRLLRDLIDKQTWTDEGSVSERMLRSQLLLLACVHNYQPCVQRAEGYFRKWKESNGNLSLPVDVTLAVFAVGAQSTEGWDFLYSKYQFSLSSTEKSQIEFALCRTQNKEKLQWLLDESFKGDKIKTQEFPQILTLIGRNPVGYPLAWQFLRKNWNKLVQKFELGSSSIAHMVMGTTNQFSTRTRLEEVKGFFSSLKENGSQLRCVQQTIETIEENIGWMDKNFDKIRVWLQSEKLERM
# LGR2 antag: blocks bursicon-induced cAMP signaling via Drosophila LGR2; HEK293 LGR2, CRE-luciferase, bursicon-stimulated, 4 h; inhibition, % at 9.99 µM; 380,000 compounds, 0.35% hits;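 active means drop in luminescence signal, shown as inhibition above about 50% in the replicate tests, limit read from the data, passing the limit was not always enough; inconclusive means probably only some replicates passing the limit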;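 further: agonist challenge used bursicon conditioned medium at about half maximal strength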
# PglD inh: PglD (C. jejuni) enzyme inhibition. 360,000 compounds, 0.098% hits. inhibition, % at 12.5 µM. purified PglD enzyme, DTNB colorimetric CoA detection; in the data active means inhibition above about 16%, passing the limit was not always enough; inconclusive means no clear call, values can overlap the other calls; further: strong numbers were not always called active
# S100A4 MyoIIA: S100A4-myosin IIA interaction inhibition. 360,000 compounds, 0.14% hits. AID 652163. inhibition, % at 10.7 µM. S100A4/TAMRA-MyoIIA peptide fluorescence polarization;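 active means mean inhibition of at least 70% across replicates, with every replicate also reaching that level; inconclusive means mean inhibition reaches 70% but some replicates fall short; inactive means mean inhibition below 70%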
# Target sequence (P26447 whole entry, looked up): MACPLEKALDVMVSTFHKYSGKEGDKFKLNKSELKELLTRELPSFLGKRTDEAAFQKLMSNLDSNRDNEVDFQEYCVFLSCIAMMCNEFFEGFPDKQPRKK
#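 Material: S100A4 monomer protein | Medium: HEPES pH 7.2 with CaCl2, KCl, NaCl, DTT, Triton | Reagent: Labelled myosin peptide probe, 5 nM | Doses: One dose per compound | Times: 5 min incubation before reading | Benchmarks: Neutral control DMSO, positive control TFP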
# PGC1a acetyl inh: PGC1a acetylation modulation, inhibitor mode; AID 651687; U2OS PGC1a acetylation, AlphaScreen anti-acetyl-lysine; with virally co-expressed GCN5 acetyltransferase; inhibition, % at 15.6 µM; 350,000 compounds, 0.17% hits;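 active means every replicate shows inhibition of at least 40%; inconclusive means mean inhibition at least 40% but some replicate below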;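 further: 0% = neutral control wells and 100% = positive control wells; some results beyond the cut were filed as inactive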
# PAX8 reporter: PAX8 transcriptional activity inhibition. RMG-I TPO-luciferase reporter, SteadyGlo, 24 h. inhibition, % at 12.6 µM. 360,000 compounds, 1.2% hits. AID 652154;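 active means mean replicate inhibition at least 60% with every replicate also reaching 60%; inconclusive means only one of the two criteria is met; inactive means mean below 60% and not all replicates reaching 60%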;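 further: luciferase light reporting Pax8 driven TPO promoter activity; plate controls were median of neutral control wells for no effect and mitoxantrone controls for full effect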
# FN deposition inh: fibronectin deposition inhibition. AH1F fibroblasts, Alexa488-fibronectin deposition fluorescence, overnight. inhibition, % at 12.6 µM. AID 743247. 350,000 compounds, 0.086% hits;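 active means mean inhibition across replicates of 30% or more, regardless of how many single replicates reach that level; inconclusive means mean under 30% yet at least half of replicates reach 30%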;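 further: positive control wells lacked labelled fibronectin entirely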
#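 test system = AH1F fibroblasts assembling fluorescent fibronectin matrix | quantity = 10000 AH1F cells per well | buffer or medium = DMEM plus 2% serum, read in PBS | doses = single dose, pinned | incubation = 1 h cell attachment, overnight exposure to compound and label | detection = fluorescence at 485 nm excitation, 525 nm emission | read-out basis = inhibition from reduced deposited-fibronectin fluorescence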
# * hit, by the source's call; ? = inconclusive; nt = no result given.
SMILES,EWS-Fli inh,ERAP1 HTS inh,LGR2 antag,PglD inh,S100A4 MyoIIA,PGC1a acetyl inh,PAX8 reporter,FN deposition inh
Cc1cc(F)ccc1S(=O)(=O)N1CCCCC1CCNC(=O)C(=O)NCc1ccccn1 (stereo unspecified),9,-2,-32,nt,1,nt,13,-14
CC(=O)Nc1ccc(S(=O)(=O)N2CCC(C(=O)NCCc3c[nH]c4ccccc34)CC2)cc1,9,-6,-10,-4,1,-2,16,-3
O=C(c1cccc(F)c1)N1CCCCN2[C@H](C1)[C@H](c1ccc(/C=C/c3ccccc3)cc1)[C@@H]2CO,11,0,8,0,-7,7,36,nt
CC(C)c1ccc(CCNC(=O)c2ccc([N+](=O)[O-])cc2)cc1,0,2,-2,-1,-1,-20,0,-3
O=C(NNCC(O)COc1ccccc1)c1ccccc1 (stereo unspecified),11,-3,0,0,8,nt,16,-2
O=C(c1ccc2c(c1)OCO2)N1CC(=O)N2[C@H](CO)[C@@H](c3ccc(C#CCC4CCCC4)cc3)[C@H]2C1,1,-4,9,nt,10,-7,43,nt
COCCCN1C(=O)C(CC(=O)NCCN2CCOCC2)CC(C(=O)N2CCOCC2)=C1C (stereo unspecified),-7,0,3,nt,-4,nt,-21,-9
CN(C)CCNC(=O)c1ccc2c(c1)N(Cc1ccc(F)cc1)CCS2,11,-1,2,2,-6,nt,-2,4
CCOc1ccc(N2C(=O)CC(N(CCc3ccc(OC)c(OC)c3)C(=S)Nc3ccccc3)C2=O)cc1 (stereo unspecified),-4,2,20,nt,-5,-35,21,-1
Cn1cc(C(=O)CCl)c2ccccc21,15,-1,-3,-1,-2,2,12,1
Cc1ccc(CNC2=NCCCCC2)n1C,nt,nt,nt,5,nt,-6,2,-2
C[C@H](O)[C@@H]1C(=O)N2CCc3c([nH]c4ccccc34)[C@@H]2C[C@@H]1N(C)S(=O)(=O)c1ccccc1,0,-49,-11,nt,-8,4,4,-5
C[C@H]1CN([C@@H](C)CO)C(=O)c2cccc(NC(=O)CCCCCC(=O)Nc3ccccc3N)c2O[C@H]1CN(C)C,4,3,7,nt,-3,2,-28,nt
O=C(C[C@H]1CC[C@@H](NC(=O)C2CCC2)[C@@H](CO)O1)NCc1ccncc1,-5,-2,3,2,-5,0,7,-10
C[C@@H]1CCCCO[C@@H](CN(C)C(=O)NC2CCCCC2)[C@@H](C)CN([C@@H](C)CO)C(=O)c2cc(NC(=O)Nc3cccc4ccccc34)ccc2O1,20,1,9,-1,-12,-8,-1,nt
CC(C)(C)c1cc(C(=O)NNS(=O)(=O)c2ccccc2)n[nH]1,-2,-3,nt,nt,-7,-34,13,-2
COc1ccc(Nc2nnc(-c3ccc(C)cc3)c3ccccc23)cc1C(=O)N1CCCCC1,21,-2,10,-3,7,-3,?,7
CN1CCN(C(=O)c2ccc3c(Cl)c4c(nc3c2)CCCC4)CC1,-15,1,1,-7,3,11,-56,-10
CC(=O)c1cccc(-n2c(CCC(=O)O)ccc2-c2ccccc2)c1,-52,4,-24,-4,-8,3,16,-3
Cc1ccc(C(=O)NCC(=O)OC(C)C(=O)Nc2ccc(N(C)C)cc2)cc1C (stereo unspecified),-11,-2,-13,nt,-1,-11,-19,-4
CCn1c2ccccc2c2cc(NC(=O)COC(=O)c3cc(OC)c(OC)cc3OC)ccc21,0,1,9,3,-1,nt,-12,1
CCC(=O)N/C=C/n1cnc2cc(C(F)(F)F)ccc21,nt,nt,nt,-4,nt,5,-23,1
CCC(=O)N(Cc1cc2cc(OC)ccc2[nH]c1=O)c1ccccc1C,nt,nt,nt,-2,nt,10,25,2
O=[N+]([O-])c1ccc(O)c(/C=N/n2c(-c3ccccc3)n[nH]c2=S)c1,14,3,8,0,-3,11,-12,5
CCN(CC)C(=O)C1CCCN(c2ncnc3c2cnn3-c2ccc(Cl)cc2)C1 (stereo unspecified),37,8,7,-1,1,8,10,-1

# Further compounds:
SMILES,EWS-Fli inh,ERAP1 HTS inh,LGR2 antag,PglD inh,S100A4 MyoIIA,PGC1a acetyl inh,PAX8 reporter,FN deposition inh
COc1ccccc1CNC(=O)C[C@H]1CC[C@H]2[C@@H](COC[C@@H](O)CN2Cc2ccccc2)O1,nt,7,19,1,-2,6,nt,-1
COc1ccccc1-c1cnc(C(O)c2ccc(Cl)cc2C)[nH]1 (stereo unspecified),5,9,5,6,8,nt,8,3
C[C@@H]1CN([C@@H](C)CO)C(=O)Cc2cc(NC(=O)CCCCCC(=O)Nc3ccccc3N)ccc2O[C@@H]1CN(C)S(C)(=O)=O,1,0,6,0,5,10,1,nt
CCNC(=O)Nc1cc(S(=O)(=O)Nc2ccc(OC)cc2)ccc1N1CCOCC1,nt,1,0,0,-1,nt,nt,nt
N#CCC(=O)N/N=C/c1cn(Cc2ccc3ccccc3c2)c2ccccc12,13,3,9,-1,1,14,18,5
Cc1ccc(/C=C/C(=O)c2ccccc(=O)c2O)cc1C,25,2,-22,nt,2,nt,42,4
C[C@H]1CN([C@@H](C)CO)C(=O)c2cc(NS(=O)(=O)c3ccccc3)ccc2O[C@H]1CN(C)CC1CC1,-9,3,-5,-1,10,nt,0,nt
C[C@@H]1CCCCO[C@@H](CN(C)C)[C@H](C)CN([C@H](C)CO)C(=O)c2cc(NC(=O)Nc3ccc(F)cc3)ccc2O1,4,-11,13,2,-47,-6,2,nt
Cc1ccc(C2(C)NC(=O)N(CC(=O)Nc3ccc4[nH]c(=O)[nH]c4c3)C2=O)cc1 (stereo unspecified),2,-3,1,nt,-2,nt,1,0
COc1ccc(-n2c(-c3ccco3)nc3c(cnn3-c3ccccc3C)c2=O)cc1,19,-2,10,-2,-16,-9,16,-2
CC(=O)C1=C(O)C(=O)N(c2ccc(C(=O)O)cc2)C1c1ccc([N+](=O)[O-])cc1 (stereo unspecified),8,-1,0,3,-3,nt,5,-4
Cc1cc(CN(C)C(=O)c2ccc3nc(Cc4ccccc4F)oc3c2)on1,nt,-1,-40,3,7,-4,-147,-1
O=C(COc1ccc(-c2nnco2)cc1)Nc1ccc(F)c(Cl)c1,-13,-3,-6,5,-6,-8,nt,0
Cc1[nH]n(-c2ccc(C(=O)O)cc2)c(=O)c1CCO,22,3,8,nt,0,-10,-1,9
COc1ccc(NC(=O)N(C)C[C@@H]2OCc3cn(nn3)CCCC(=O)N([C@@H](C)CO)C[C@@H]2C)c(OC)c1,2,nt,18,nt,nt,2,-16,-9
C=CCn1c(C(CCCC)CC(O)COCCC)n[nH]c1=S (stereo unspecified),3,7,-22,nt,-5,nt,18,2
Cc1cc(C)c(S(=O)(=O)N2CCCC(C(=O)NCCC3=CCCCC3)C2)c(C)c1 (stereo unspecified),9,3,nt,4,-4,-9,nt,nt
CNC(=O)c1ccc(NC(=O)C2CCN(c3ncnc4sc(C)c(C)c34)CC2)cc1,1,4,0,-5,-2,nt,3,-2
COCC(=O)N(C)C[C@@H]1Oc2ncc(Br)cc2C(=O)N([C@H](C)CO)C[C@@H]1C,-11,nt,-6,1,nt,-8,-12,nt
CN1CCN(S(=O)(=O)c2cccc(C(=O)N3CCc4ccccc43)c2)CC1,7,2,-14,10,2,-20,5,-10
NCCCCCc1nnc(SCC(=O)c2ccc(Cl)cc2)o1,nt,nt,nt,0,nt,-15,-4,7
CN(C)CCN1C(=O)C(O)=C(C(=O)c2cc3ccccc3o2)C1c1ccc(N(C)C)cc1 (stereo unspecified),-16,nt,-32,-4,-17,6,-60,6
S=c1[nH]nc(CCc2nc3ccccc3[nH]2)n1-c1cccc(Cl)c1,-16,1,13,nt,-29,-4,-8,-2
C[C@H]1CN([C@@H](C)CO)C(=O)Cc2cc(NC(=O)Cc3cn(C)c4ccccc34)ccc2O[C@@H]1CN(C)Cc1ccncc1,11,-4,5,-4,-5,2,-11,nt
C[C@H](CO)N1C[C@H](C)[C@@H](CN(C)C(=O)NC2CCCCC2)Oc2ncc(/C=C/c3ccccc3)cc2C1=O,-6,-4,14,-3,-5,-3,4,4

# (listing goes on)
SMILES,EWS-Fli inh,ERAP1 HTS inh,LGR2 antag,PglD inh,S100A4 MyoIIA,PGC1a acetyl inh,PAX8 reporter,FN deposition inh
COC(=O)c1sccc1NS(=O)(=O)c1ccccc1[N+](=O)[O-],3,2,6,nt,0,nt,2,3
CC1(NC(=O)CCNC(=O)c2ccc(C(C)(C)C)cc2)CCS(=O)(=O)C1 (stereo unspecified),-5,-4,3,-1,0,-3,-6,-1
OCC(O)C1OC(Nc2ccc(Br)cc2)C(O)C1O (stereo unspecified),-6,3,11,nt,-4,-2,19,nt
CNC(=S)Nc1cc(OC)ccc1OC,-13,3,-4,1,-13,8,nt,nt
C/C(=N\Nc1nnc(-c2ccccc2)c(-c2ccccc2)n1)c1cccc([N+](=O)[O-])c1,nt,nt,3,-4,nt,0,nt,-3
COc1ccc(-n2cc(-c3ccccc3)nc2SC)cc1,-100,1,-147,nt,-4,-3,-130,11
NC(=O)c1cc(S(=O)(=O)N2CCN(c3cccc(Cl)c3)CC2)cs1,-1,3,0,-4,8,-6,-8,-7
CCOC(=O)c1c(NC(C)=O)sc2c(OC)cccc12,nt,nt,nt,-5,nt,3,11,4
Cc1ccc(NC(=O)CS(=O)CC(=O)N(c2ccccc2F)C(C)C(=O)NC2CCCC2)cc1 (stereo unspecified),-15,11,-5,-1,-1,-8,12,9
CO[C@@H]1CN(C)C(=O)c2cc(NC(=O)c3ccccc3F)ccc2OC[C@H](C)N(C(C)=O)C[C@@H]1C,-6,0,-6,-2,4,39,-1,6
O=C(CSc1cccc[n+]1[O-])Nc1ccc([N+](=O)[O-])cc1Cl,-2,0,-12,nt,-4,10,-17,2
O=C(N/N=C/c1ccco1)c1csc2c1CCCC2,-25,nt,3,nt,5,nt,2,-3
O=C(Cn1nnc(-c2ccc(F)cc2)n1)N1CCCCC1,-10,3,24,3,-3,2,-1,nt
O=C1N/C(=N\S(=O)(=O)Cc2ccccc2)S/C1=C/c1cccc([N+](=O)[O-])c1,-4,3,8,5,-14,-2,-6,-10
Cn1c(C(=O)NCc2ccccc2)cc2oc3ccccc3c21,nt,nt,nt,4,nt,-8,-149,2
CC(=O)c1ccc(N2CCN(CC(O)c3ccccc3)CC2)cc1 (stereo unspecified),-4,1,-12,2,6,-13,10,-3
COc1ccc(C)cc1NC(=O)CSCc1ccccc1C,1,1,3,-2,3,-6,2,-9
CN(CCc1cnn(C)c1)C(=O)CCc1nnc(CCCc2ccccc2)o1,-17,-5,nt,nt,4,7,-28,6
N#C[C@@H]1[C@H](c2ccccc2C2=CCCC2)[C@@H](CO)N1C(=O)C1CC1,10,0,15,nt,-2,5,-22,-8
O=C(NCc1ccc(F)cc1)C(=O)NCC1OCCN1S(=O)(=O)c1cccs1 (stereo unspecified),3,5,-20,6,-1,10,13,4
O=C(O)c1cccc(N2C(=O)c3cccc4c(Cl)ccc(c34)C2=O)c1,19,2,22,6,40,-7,-16,0
Cc1ccc(S(=O)(=O)N2CCOCC2)cc1C(=O)N1CCCC1,3,-2,-13,11,1,-14,0,-6

# Retrieved one by one from the list above:
SMILES,EWS-Fli inh,ERAP1 HTS inh,LGR2 antag,PglD inh,S100A4 MyoIIA,PGC1a acetyl inh,PAX8 reporter,FN deposition inh
O=C(Cn1nnc(-c2ccc(F)cc2)n1)N1CCCCC1,-10,3,24,3,-3,2,-1,nt
N#C[C@@H]1[C@H](c2ccccc2C2=CCCC2)[C@@H](CO)N1C(=O)C1CC1,10,0,15,nt,-2,5,-22,-8

# Screening data deposited in PubChem BioAssay by Broad Institute.
